Tb hexokinase: blocks Trypanosoma brucei hexokinase 1 activity. AID 1430. recombinant TbHK1, G6PDH-coupled NADH A340. inhibition, % at 10 µM. 220,000 compounds, 0.11% hits;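 active = inhibition of 50% or more in the single-dose primary screen; inactive = inhibition below 50%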
zVAD death inh: blocks zVAD induced death of L929 cells | 220,000 compounds, 0.38% hits | AID 1377 | viability rescue, % at 10 µM | L929 zVAD necroptosis rescue, ATP luminescence, 24 h; with zVAD 60 µM;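 active = activation, scaled between plate controls, above about 75%, limit read from the data; inactive = activation under that limit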;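 also: 0% = zVAD with DMSO and 100% = DMSO alone without zVAD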
Calpain2 inh: calpain II (pig) inhibition. 220,000 compounds, 0.37% hits. purified calpain II, fluorogenic peptide substrate, 30 min. inhibition, % at 16 µM;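 active = inhibition above about 50%, limit read from the data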
eIF4E-4G inh: eIF4E/eIF4G interaction inhibition in translation initiation; inhibition, % at 21.7 µM; TR-FRET eIF4E-eIF4GI(517-606) binding, 2 h; P63073+Q04637; AID 782; 220,000 compounds, 0.37% hits;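 active = inhibition above about 30%, limit read from the data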;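 also: 0% = full FRET control wells and 100% = background wells lacking eIF4GI fragment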
Target sequence (P63073 whole entry, looked up, the tested form may be a part): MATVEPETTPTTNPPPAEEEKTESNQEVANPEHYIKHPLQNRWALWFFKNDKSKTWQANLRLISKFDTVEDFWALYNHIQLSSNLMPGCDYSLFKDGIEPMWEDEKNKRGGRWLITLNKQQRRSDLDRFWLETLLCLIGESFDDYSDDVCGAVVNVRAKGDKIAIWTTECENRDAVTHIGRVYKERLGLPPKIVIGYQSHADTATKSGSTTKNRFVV
Target sequence (Q04637 whole entry, looked up, the tested form may be a part): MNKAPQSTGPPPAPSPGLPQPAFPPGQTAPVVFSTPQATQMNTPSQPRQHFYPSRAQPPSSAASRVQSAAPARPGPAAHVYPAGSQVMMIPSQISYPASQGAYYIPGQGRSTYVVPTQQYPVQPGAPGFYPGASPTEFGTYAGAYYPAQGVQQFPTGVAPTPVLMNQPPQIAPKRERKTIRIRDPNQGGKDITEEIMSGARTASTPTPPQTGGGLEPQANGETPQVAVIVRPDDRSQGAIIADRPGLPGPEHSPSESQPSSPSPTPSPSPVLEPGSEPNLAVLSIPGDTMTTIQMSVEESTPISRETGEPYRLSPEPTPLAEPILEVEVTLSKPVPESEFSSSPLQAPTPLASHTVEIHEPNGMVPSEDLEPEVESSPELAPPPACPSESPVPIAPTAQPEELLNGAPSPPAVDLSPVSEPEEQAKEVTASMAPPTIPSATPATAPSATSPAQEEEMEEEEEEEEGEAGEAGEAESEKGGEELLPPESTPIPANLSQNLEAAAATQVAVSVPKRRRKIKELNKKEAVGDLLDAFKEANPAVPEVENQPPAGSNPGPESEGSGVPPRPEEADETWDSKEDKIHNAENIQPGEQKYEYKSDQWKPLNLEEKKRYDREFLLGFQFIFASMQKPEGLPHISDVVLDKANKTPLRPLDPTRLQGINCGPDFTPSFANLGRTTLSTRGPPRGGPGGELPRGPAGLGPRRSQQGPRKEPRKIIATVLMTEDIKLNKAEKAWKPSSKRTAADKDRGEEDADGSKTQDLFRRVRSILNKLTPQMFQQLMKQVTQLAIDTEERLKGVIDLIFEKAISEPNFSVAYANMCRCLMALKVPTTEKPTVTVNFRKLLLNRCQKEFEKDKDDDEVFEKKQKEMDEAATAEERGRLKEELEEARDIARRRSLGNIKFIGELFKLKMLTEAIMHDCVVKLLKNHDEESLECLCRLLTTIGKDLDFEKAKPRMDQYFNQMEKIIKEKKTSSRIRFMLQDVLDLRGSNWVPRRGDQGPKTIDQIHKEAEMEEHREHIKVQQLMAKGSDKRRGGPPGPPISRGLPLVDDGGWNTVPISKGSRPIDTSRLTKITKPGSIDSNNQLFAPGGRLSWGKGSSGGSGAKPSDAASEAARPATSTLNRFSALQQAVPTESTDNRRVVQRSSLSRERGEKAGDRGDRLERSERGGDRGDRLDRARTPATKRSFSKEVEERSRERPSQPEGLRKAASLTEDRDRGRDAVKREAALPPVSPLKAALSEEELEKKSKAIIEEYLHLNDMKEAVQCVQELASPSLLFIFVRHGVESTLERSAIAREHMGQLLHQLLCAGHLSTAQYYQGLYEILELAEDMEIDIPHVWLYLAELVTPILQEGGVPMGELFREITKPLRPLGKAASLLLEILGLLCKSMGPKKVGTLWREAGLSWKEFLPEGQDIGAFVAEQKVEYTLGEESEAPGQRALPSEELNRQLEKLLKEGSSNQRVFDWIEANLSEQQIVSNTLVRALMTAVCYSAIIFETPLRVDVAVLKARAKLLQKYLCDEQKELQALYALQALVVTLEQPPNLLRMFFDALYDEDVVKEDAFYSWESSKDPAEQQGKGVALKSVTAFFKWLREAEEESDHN
EP2 mod: modulators of human EP2 prostaglandin E2 receptor | P43116 | EP2-expressing cells, cAMP HTRF FRET, PGE2 co-stimulation | induction, % at 25 µM | 260,000 compounds, 0.83% hits;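 active = compounds whose cAMP rise, as percent of the full-agonist control response, exceeds 60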;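 also: rat C6 glioma line stably carrying human EP2 under a CMV promoter; the protocol text gives 20 µM as final concentration; 100% = response of wells given 1 µM PGE2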
Hck-Nef inh: blocks Nef-activated human Hck kinase; P08631; Recombinant Hck-YEEI plus Nef, Z-Lyte FRET kinase assay; inhibition, % at 20 µM; 220,000 compounds, 0.68% hits; AID 463187;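 active = Hck-Nef kinase inhibition above about 50%, limit read from the data; inactive = inhibition below that limit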;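 also: 0% = DMSO with Hck plus Nef and 100% = Hck alone without Nef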
Rad51 HR inh: blocks human Rad51 in homologous recombination. Q06609. hRad51 DNA strand exchange, fluorescence dequenching. inhibition, % at 10 µM. 200,000 compounds, 0.085% hits. AID 1385;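 active = inhibition above 40% at the single screening dose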;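 also: 0% = DMSO control wells and 100% = blanks with heterologous ssDNA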
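Test system – preformed human Rad51 ssDNA filaments · Reagent – Donor/quencher-labelled 47-bp dsDNA substrate · Incubation – 37 °C 15-min filament assembly, 30-min compound preincubation, 15-min exchange · Signal – FRET fluorescence dequenching, excitation 485 nm, emission 520 nm · Read-out – percent inhibition from fluorescence, normalised to plate control and blank means · Benchmarks – plate control and blank wells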
PGE2 EP2 inh: blocks the human prostaglandin E2 receptor EP2. inhibition, % at 25 µM. 260,000 compounds, 0.52% hits. C6 glioma cells expressing human EP2, cAMP TR-FRET; cells stimulated with saturating PGE2. P43116;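 active = percent inhibition above 40 after rounding to a whole number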;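 also: rat C6 glioma host cells with rolipram phosphodiesterase inhibitor present; the protocol text gives 20 µM as final concentration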
14-3-3 Bad inh: disrupts binding of bovine 14-3-3 zeta to phospho-Bad peptide | inhibition, % at 21.7 µM | 220,000 compounds, 0.71% hits | P63103 | TR-FRET 14-3-3zeta/Dy647-pBad peptide displacement, 1 h;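 active = inhibition above about 70%, limit read from the data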;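 also: 0% = full 14-3-3 plus peptide FRET controls and 100% = background without 14-3-3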
Numbers without * were called inactive; nt = no result given; & = joins results of further samples; [ ] = another dose, or the depositor's remark. Only part of the results is shown; the hit share may differ from the screen's.

SMILES	Tb hexokinase	zVAD death inh	Calpain2 inh	eIF4E-4G inh	EP2 mod	Hck-Nef inh	Rad51 HR inh	PGE2 EP2 inh	14-3-3 Bad inh
O=C(CSc1ccc(F)cc1)NC12CC3CC(CC(C3)C1)C2	-6.3	0.2	31.4	4.5	-16.9	1.9	1.5	7.9	0.9
COc1cccc(OCC(O)CN2CC(C)CC(C)C2)c1 (stereo not drawn)	2.7	-0.2	-3.6	9.2	8.6	-0.1	-5.6	13.6	5.8
CCc1cccc(OC2OC(CO)C(O)C(O)C2NC(C)=O)c1 (stereo not drawn)	2.4	1.1	22.9	0.6	22.0	-1.9	-3.6	5.0	-2.2
CCc1ccc(NC(=O)c2cc(C)on2)cc1	4.5	-0.1	0.4	0.5[fluorescence artefact?]	6.4	0.7	4.6	-0.6	-16.6[fluorescence artefact?]
O=C(CSc1ccc(C(F)(F)F)cc1[N+](=O)[O-])Nc1ccccc1	1.9	-0.3	-25.7	-6.4	2.6	0.2	-1.4	7.8	4.0
O=C(Oc1ccccc1C(=O)Nc1ccccc1)c1ccccc1Br	-0.4	0.2	-31.8	-1.7	29.1	6.9	nt	13.4	-1.1
CN(CCc1ccccn1)C(=O)CCC1CCCN(C(=O)c2ccccn2)C1 (stereo not drawn)	-4.1	9.2	-8.8	-3.0	0.7	14.3	2.7	7.3	-0.8
Cc1ccc(CSc2nc3ccccc3c(=O)n2CCCC(=O)NCc2ccco2)cc1	5.0	0.1	5.0	-1.7	22.4	3.3	-2.9	1.1	0.8
Cc1cc(C)cc(OCC(=O)NCC2CCCO2)c1 (stereo not drawn)	32.1	1.0	11.0	-2.9	-1.6	5.6	4.8	9.4	0.2
CCCc1nc2sc3ccccc3c(=O)c2c(=O)n1CCOC	-19.8	0.1	-8.5	5.3	9.3	0.4	nt	nt	10.1[fluorescence artefact?]
CCC1CCCCN1C(=O)CCc1nnc(Cc2cc(OC)ccc2OC)o1 (stereo not drawn)	-13.5	0.3	8.5	0.8	-14.0	1.5	-24.9	4.6	4.7
CS(=O)(=O)N1CCC(C(=O)O)CC1	-7.6	-0.1	-9.2	-2.5	15.5	-1.2	1.7	7.8	-8.4
Cc1ccc(C(c2nnnn2CS(=O)(=O)c2ccc(C)cc2)N2CCC(C)CC2)cc1 (stereo not drawn)	0.1	-0.3	30.2	-6.9	51.7	0.2	0.6	8.7	-4.1
COc1ccc2cc(CN(CC3CCCO3)S(=O)(=O)c3ccccc3)c(=O)[nH]c2c1 (stereo not drawn)	-28.4	0.1	17.8	1.8	-10.6&-33.2	0.5	4.9	4.1&9.2	0.9
CCN1C(=O)CC(NNC(=O)c2ccc(Cl)cc2)C1=O (stereo not drawn)	2.3	-0.1	-10.5	-3.1	3.1	-1.1	-0.2	6.8	3.2

Single records (already shown). Order of screens: Tb hexokinase	zVAD death inh	Calpain2 inh	eIF4E-4G inh	EP2 mod	Hck-Nef inh	Rad51 HR inh	PGE2 EP2 inh	14-3-3 Bad inh
Cc1cc(C)cc(OCC(=O)NCC2CCCO2)c1 (stereo not drawn) as listed: 32.1	1.0	11.0	-2.9	-1.6	5.6	4.8	9.4	0.2
CCC1CCCCN1C(=O)CCc1nnc(Cc2cc(OC)ccc2OC)o1 (stereo not drawn) as listed: -13.5	0.3	8.5	0.8	-14.0	1.5	-24.9	4.6	4.7

Continued:
SMILES	Tb hexokinase	zVAD death inh	Calpain2 inh	eIF4E-4G inh	EP2 mod	Hck-Nef inh	Rad51 HR inh	PGE2 EP2 inh	14-3-3 Bad inh
CCCn1c(O)c(N=Nc2ccc3ccccc3n2)c2ccccc21	-10.2	1.0	-67.3	9.8	30.8	-0.6	-2.3	4.2	-10.3
C=CCOc1ccc(/C=N/NC(=O)C(C)Sc2ccccn2)cc1OC (stereo not drawn)	-9.2	3.6	-6.1	2.0	-27.9	2.7	3.2	3.9	-10.3[fluorescence artefact?]
CC(=O)Nc1ccc(NC(=O)C(OC(=O)c2ccccc2)C(OC(=O)c2ccccc2)C(=O)O)cc1 (stereo not drawn)	-0.2	5.3	-25.6	-4.0	39.2	27.2	16.9	2.6	-11.5
Cn1cccc1/C=N/NC(=O)c1ccn[nH]1	-54.9	0.7	-5.2	-2.6[fluorescence artefact?]	15.9	3.7	nt	6.7	2.1
O=C(CSc1nc2ncc(Cl)cc2[nH]1)NCCc1ccc(F)cc1	3.3	49.7	-21.2	1.7	-10.7	6.7	4.9	4.4	-13.7
CCSc1nnc(NC(=O)[C@H](C)N2C(=O)C3CC=CCC3C2=O)s1 (stereo partly drawn)	7.1	0.0	18.6	-0.4	2.2	-2.8	-12.3	4.3	1.5
Cc1cccc(NC(=O)c2cc(=O)c3ccccc3o2)n1	-6.7	0.1	7.8	2.8	-46.1	0.9	-3.0	7.7	22.3
O=Cc1cn(CC(=O)NCC2CCCO2)c2ccccc12 (stereo not drawn)	-6.6	-0.8	-7.5	0.6	12.0	7.3	5.3	18.3	-24.5[fluorescence artefact?]
Cc1ccccc1CC1(CO)CCCN(C(=O)CCC(=O)c2ccccc2)C1 (stereo not drawn)	1.2	-0.4	28.0	1.8	-46.6	-37.4	11.7	3.6	-7.0
C1CCCC(NC2=NCCO2)CCC1	-0.2	-0.3	-10.4	4.9	-4.2	12.9	3.3	8.1	-0.9
COc1ccc(NC(=S)NCCN2CCOCC2)c(OC)c1	0.9	-0.2	nt	nt	nt	-1.0	0.2	10.3	nt
O=C(COc1cccnc1[N+](=O)[O-])N1CCN(S(=O)(=O)c2ccccc2)CC1	-5.3	0.7	13.7	-0.7	6.3	1.5	-1.9	3.5	-13.4
O=C(/C=C/c1ccc(Cl)cc1Cl)NC(=S)Nc1ccc(CN2CCOCC2)cc1	-1.6	0.9	-10.5	2.8	-4.1	4.7	-6.8	6.1	13.3
COC(=O)c1cc(C(=O)c2ccc(C(C)(C)C)cc2)c[nH]1	-5.6	49.2	-4.5	4.4	19.3	7.1	3.2	2.0	-2.0
O=C(/C=C/c1cccs1)NC1CCS(=O)(=O)C1 (stereo not drawn)	-7.3	11.2	-8.6	0.8	21.8	13.2	3.6	2.6	-0.8

Single entries from the entries so far:
`COC(=O)c1cc(C(=O)c2ccc(C(C)(C)C)cc2)c[nH]1` | Hck-Nef inh = 7.1
`O=C(Oc1ccccc1C(=O)Nc1ccccc1)c1ccccc1Br` | 14-3-3 Bad inh = -1.1
`CCSc1nnc(NC(=O)[C@H](C)N2C(=O)C3CC=CCC3C2=O)s1` (stereo partly drawn) | Hck-Nef inh = -2.8
`CCCn1c(O)c(N=Nc2ccc3ccccc3n2)c2ccccc21` | Calpain2 inh = -67.3

Remaining list, next part:
SMILES	Tb hexokinase	zVAD death inh	Calpain2 inh	eIF4E-4G inh	EP2 mod	Hck-Nef inh	Rad51 HR inh	PGE2 EP2 inh	14-3-3 Bad inh
CCN1CCCC1CNC(=O)c1cc2c(C)nc3ccccc3c2o1 (stereo not drawn)	5.0	1.8	nt	nt	nt	1.9	-8.0	5.8	nt
CC1=NOC2(C1)/C(=N/O)CCC/C2=N\O (stereo not drawn)	-1.4	-0.3	18.6	4.7	22.7	2.2	-5.4	6.9	4.9
Cc1ccc(-n2nnc(-c3cc4ccccc4n3C)n2)cc1	-7.8	0.0	21.9	-2.1	1.5	3.5	-1.7	6.6	3.9
Cc1cc(N/N=C/c2ccccc2)nc(N2CCOCC2)n1	-58.5	4.7	-5.9	-1.8	-12.6	6.7	-0.2	7.8	1.4
CCCCC(=O)Nc1nn(C)c2nc3c(C)cccc3cc12	1.9	8.4	-261.2	0.7[fluorescence artefact?]	-7.9	7.2	-3.9	14.6	-1.3[fluorescence artefact?]
O=C1CSC(c2ccccc2[N+](=O)[O-])N1c1ccc(O)cc1 (stereo not drawn)	-3.2	-0.3	-2.5	3.6	-2.2	8.4	nt	3.1	2.0
O=S(=O)(c1ccc(C2CCCCC2)cc1)N1CCOCC1	-0.1	nt	24.3	-0.7	-20.8	-13.3	nt	3.6	-3.4
COc1cc(/C=C\C(=O)OCn2nnc3ccccc3c2=O)cc(OC)c1OC	-15.2	14.6	23.0	3.6	-73.2	24.8	-5.8	16.2	-3.8
Cn1nnnc1SCc1csc(C2C(C#N)=C(N)OC3=C2C(=O)CCC3)c1 (stereo not drawn)	-1.0	0.2	-1.5	-2.3	9.3	4.0	22.3	2.4	-12.3
CCC(=O)N/N=C(\C)CC(=O)Nc1ccc(Cl)cc1	-2.7	nt	-2.9	1.4	2.5	-4.2	nt	8.1	-12.5
CC(C)N(Cc1ccccc1)C(=S)NC1CCCCC1	7.8	-2.1	30.6	1.8	36.3	-36.8	1.6	0.9	1.0
O=c1c2c3c(sc2ncn1/N=C/c1ccncc1)CCCC3	-9.6	0.7	-22.0	1.8	-2.0	23.0	-18.4	7.2	-19.8
CC(=O)NC(C)c1nc2ccccc2n1Cc1ccccc1F (stereo not drawn)	-3.5	-0.2	-14.8	-2.6[fluorescence artefact?]	15.2	1.7	6.5	9.0	10.2
COc1ccc(CCNC(=O)C(=O)NCc2ccccc2C)cc1OC	-1.6	0.8	18.3	0.9	-13.9	3.3	-7.2	8.5	-2.7
O=C(Nc1nnc(-c2ccc3c(c2)CCCC3)o1)c1ccc(Cl)cc1Cl	8.2	-1.1	-30.0	2.5	-4.8	0.2	4.0	15.6	-0.6
O=C(N1CCN(c2ccccn2)CC1)N1c2ccccc2Sc2ccccc21	4.0	-0.4	47.9	1.1	34.9	3.9	nt	nt	-4.7
O=C1c2ccccc2C(O)(c2ccccc2)N1C1CC1 (stereo not drawn)	-2.6	0.0	5.6	-1.0	16.4	-11.6	nt	6.8	-0.2
Cc1nc(NC(=O)c2ccccc2)sc1-c1csc(Nc2ccc(Cl)cc2)n1	-23.5	0.8	-31.9	-2.6	-21.1	-1.0	-18.1	10.6	70.4*
O=C(CCCC(=O)N(CC(=O)NC1CCCCC1)CC1CCCO1)Nc1ccccn1 (stereo not drawn)	3.4	1.4	16.2	2.9	8.8	-0.8	5.4	-0.2	9.5
CC(C)NC(=O)c1ccc2c(c1)N(CC(=O)N1CCOCC1)C(=O)C(C)(C)O2	-5.2	0.6	1.4	-4.5[fluorescence artefact?]	19.9	0.6	0.8	3.9	-6.5[fluorescence artefact?]
COC(=O)c1cccc(NC(=O)CSc2nnc(COc3ccccc3)n2C)c1	-3.1	1.1	27.9	-8.1	6.8	0.6	9.3	9.1	-3.1
CN(C)c1ccc(NC(=S)NC(=O)/C=C/c2ccco2)cc1	2.5	0.9	-23.2	-3.4	9.5	20.7	10.8	3.6	-26.0
Cc1ccc(/C=N\Nc2nc3ccc(Cl)cc3[nH]2)o1	-34.9	86.5*	13.6	4.7[fluorescence artefact?]	-39.4	-0.2	-3.6	18.4	-3.6[fluorescence artefact?]
CC(=O)c1ccc(N2CCN(C(=O)CCS(=O)(=O)c3ccc(C)cc3)CC2)cc1	-30.1	0.0	-0.8	3.1	-0.4	-5.3	-6.0	12.6	4.2
Cc1nn(Cc2ccc(Cl)cc2Cl)c(C)c1NC(=O)c1nc2n(n1)C(C(F)F)CC(C)N2 (stereo not drawn)	9.7	0.0	-3.3	-0.2	-4.4	-1.0	3.8	17.4	-5.3
CC(=O)c1cccc(NC(=S)NC(=O)c2ccccc2Cl)c1	3.2	0.8	27.1	4.5	9.8	1.2	-1.0	3.7	8.6
COc1cccc(CNC(=O)c2nnn(CC(=O)Nc3ccc4c(c3)OCO4)c2N)c1	11.2	-0.2	-14.3	2.3	-22.6	-3.8	-15.1	5.7	-12.8
Cc1cccc(C)c1NC(=S)N1CCC(c2ccccc2)C1 (stereo not drawn)	-6.7	-0.8	2.1	-1.3	-8.9	13.4	nt	3.1	-0.9
O=C(N1CCOCC1)N1CCN(c2nc(-c3ccccc3)cs2)CC1	1.8	1.9	-30.3	11.0	7.7&-32.5	8.7	-2.3	3.2&13.4	-4.1

Source: PubChem (several laboratories)
